TAG inh = inhibitors of triacylglycerol accumulation; H9c2 cells, Nile Red lipid (TAG) fluorescence; cells loaded with 200 µM oleic acid; inhibition, % at 12.5 µM; 230,000 tested, 0.66% active; AID 651582;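 active = pattern-corrected inhibition of lipid staining of at least 50% with the nuclear-stain viability signal not falling by more than 50%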;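 note: 0% = DMSO wells and 100% = triacsin C control wells; some results filed as inactive read as strong as hits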
TAG inh DAPI viability = recorded beside TAG inh, whose call it bears; DAPI nuclei signal change (viability), lower = more cytotoxic, %;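 whole-well DAPI fluorescence read on a plate reader as a viability signal; minus 50 percent equals half of cells still viable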
Starred values were filed as active, the others as inactive.

SMILES	TAG inh	TAG inh DAPI viability
O=C(c1cc(-c2ccncc2)nc2ccccc12)N1CCN(c2ccccc2O)CC1	19	-2
CCOc1ccc(NC(=O)CN(C)C(=O)c2ccc(N3CCCC3)c([N+](=O)[O-])c2)cc1OCC	-1	1
O=C(c1cc(COc2cccc(C(F)(F)F)c2)on1)N1CCC(c2ccccc2)CC1	-14	2
COC(=O)c1sccc1NC(=S)N1CCC(C)CC1	0	-15
CCC(C)n1cnc2c(c1=O)c1nc3ccccc3nc1n2Cc1ccc(OC)cc1 (stereo not given)	32	-5
Cc1ccc(C)c(Nc2ncnc3nc[nH]c23)c1	-4	7
COc1cc(C=O)ccc1OCCOCCOc1ccccc1Cl	0	-10
Cc1nc(NCCOc2ccccc2)sc1C(=O)Nc1ccccc1	-22	1
Cc1onc(-c2ccccc2)c1-c1csc(N/N=C/c2ccccc2Cl)n1	21	-4
O=S(=O)(NC1=NCCCCC1)c1ccc(F)cc1F	-6	-2
Cc1nc2ccc(C(=O)N3CCN(c4ccccn4)CC3)cc2s1	1	-8
COc1cc(-c2coc3c(C(=O)NC4CCCCC4)cccc23)ccc1O	13	-7
O=C(CSCCO)N1CCc2ccccc21	1	3
COc1ccc(CN(C)C2CCN(C)CC2)cc1OC	-12	9
Cc1sc2ncnc(N3CCC(C(=O)Nc4ccc(OC(F)F)c(Cl)c4)CC3)c2c1C	12	-8
O=C(NCC1CCCN1S(=O)(=O)c1cccs1)C(=O)Nc1ccccc1 (stereo not given)	-17	3
CC(=O)c1cccc(NC(=O)c2cc3nc(C)cc(C)n3n2)c1	0	6
CCOc1cc(C(=O)Nc2cc(C(=O)OC)ccc2C)ccc1OCC(=O)N1CCOCC1	-15	1
O=C(c1ccc(F)cc1)N1CCCN(c2nc(-c3ccccc3)ns2)CC1	-12	14
O=c1c2ccccc2c(C=NC2CCS(=O)(=O)C2)c(O)n1-c1ccccc1 (stereo not given)	-1	-5
CCCCN(C(=O)CC1OC(=O)c2ccccc21)c1c(N)n(CCCC)c(=O)[nH]c1=O (stereo not given)	-6	3
Cc1ccc(C(=O)OCCN(C)Cc2ccccc2)cc1	-11	8
COc1ccc(NC(=O)c2ccc3c(c2)C(=O)N(Cc2ccncc2)C3=O)cc1S(N)(=O)=O	9	5
C[C@H](NC(=O)c1ccccc1Cl)C(=O)OCCOc1ccc(Cl)cc1	2	-8
COCCn1c(SCc2nnc(-c3ccc(OC)c(OC)c3)o2)nnc1-c1ccncc1	4	-6

Additional records follow:
SMILES	TAG inh	TAG inh DAPI viability
CN1C(=O)NC(NC(=O)c2ccco2)(C(F)(F)F)C1=O (stereo not given)	-13	6
CCCCCCCCN1[C@@H](CC(=O)O)c2cc(F)ccc2S1(=O)=O	11	-1
CCN(CC)c1ccc(NC(=O)c2ccccc2F)cc1	12	5
CCOP(=O)(O)c1cccc(OCCOCCOc2cccc(P(=O)(O)OCC)c2)c1	6	-12
O=C(COC(=O)c1ccc(Br)cc1)NCC1CCCO1 (stereo not given)	-1	6
CCCCn1c(SCC(=O)NCc2ccc3c(c2)OCO3)nnc1C(CC)N(C)C (stereo not given)	7	5
CCCCC(O)(CCCC)C(=O)NN(C(=O)OCC)c1ccccc1	19	3
CCN(CC(=O)Nc1c(F)cccc1F)C(=O)C1CC(=O)N(c2ccc3c(c2)OCCO3)C1 (stereo not given)	-2	-9
CC(C)(C)C1c2[nH]c3ccccc3c2CCN1Cc1cccc(OCCO)c1 (stereo not given)	-9	35
C=CCN1c2ccccc2[C@]23C[C@@H](C(=O)OC)N(C(=O)c4cccs4)C2=NC(C(=O)OC)=C(C(=O)OC)[C@H]13	6	-5
Cc1cc(C(=O)OCC(N)=O)c(C)n1-c1ccccc1	2	0
O=C(NC(=S)Nc1cccc(C(F)(F)F)c1)c1csnn1	9	-4
Cc1c(C(=O)N2CCN(C(=O)c3ccco3)CC2)sc2nc(-c3ccc(F)cc3)cn12	0	-5
O=C1NC(=S)S/C1=C\c1cc2ccccc2nc1N1CCCCC1	0	1
CSc1ccc(NC(N)=S)cc1	2	6
Cc1cc(C(=O)N/N=C/c2c(C)nn(-c3ccccc3)c2C)c(C)o1	-6	-4
CC(C)Cc1nc2ccccc2n1CCc1ccccc1	-46	12
CC(=O)Nc1ccc(C=C(C(C)=O)C(C)=O)cc1	-14	12
Cn1c(CN2CCOCC2)nnc1SCC(=O)Nc1ccc([N+](=O)[O-])cc1O	2	-6
O=C(N/N=C/c1coc2ccccc2c1=O)c1ccccc1	2	-1
N/N=c1\sc2ccccc2n1-c1ccccc1	-5	-2
Nc1cc(Br)cc2c1[nH]c(=O)c1ccccc12	-8	6
O=C(COC(=O)c1cccc(Cl)c1Cl)NCc1cccs1	-6	5
OCCC1CN(Cc2ccc3nsnc3c2)CCN1CCc1ccccc1 (stereo not given)	9	-3
CCOc1[nH]n(-c2ccccc2)c(=O)c1C=NCc1ccncc1	7	0

The list goes on.
SMILES	TAG inh	TAG inh DAPI viability
COC(=O)C1=C(C)NC(=O)NC1c1ccco1 (stereo not given)	6	-3
O=C(Oc1ccc(O)cc1)C12CC3CC(CC(C3)C1)C2	23	4
COC(=O)C(NC(=O)CNS(=O)(=O)c1ccc(Br)cc1)c1ccccc1 (stereo not given)	-13	-2
COc1ccc(C2=NOC(Cn3nc(C(=O)NCC4CC4)cc3-c3ccccc3)C2)cc1 (stereo not given)	17	-14
COC(=O)Cc1c(O)ccn(Cc2ccc(F)cc2)c1=O	23	-4
COc1ccc2nc(N3C(=O)CC(Cc4cc(C)cc(C)c4)C3=O)sc2c1 (stereo not given)	-4	-1
CN(C)c1ccc(P(=O)(CC(=O)N/N=C/c2ccc(C#N)cc2)OCCCl)cc1 (stereo not given)	5	-1
COc1ccc2c(c1)[C@H]1[C@H](CO2)[C@H](c2ccccc2)[C@]2(C)C(=O)Nc3cc(F)c(F)cc3C(=O)N12	32	5
O=C(NCc1ccccn1)Nc1ccccc1Cl	9	-9
O=C(Cc1ccc(S(=O)(=O)N2CCOCC2)s1)Nc1ccc(N2CCOCC2)cc1	-16	1
COc1nnc(-c2ccc(N3CCOCC3)c(NC(=O)c3ccc(C)cc3)c2)c2ccccc12	-13	4
CCOC(=O)CN(C(=O)Cn1nnc2ccccc21)C(C(=O)NCCOC)c1ccccc1C (stereo not given)	2	-14
CCOC(=O)C1=C(COC(=O)CSc2ccc(C)cc2C)NC(=O)NC1C (stereo not given)	-7	1
CC(OC(=O)/C(C#N)=C/c1ccc(N(C)C)cc1)C(=O)NCc1ccco1 (stereo not given)	-1	0
COc1cccc(CC(=O)NNC(=O)c2c(-c3ccccc3)noc2C)c1	0	7
O=C(NCCOc1ccccc1)C1CCC(=O)N(CCc2ccc(Cl)cc2)C1 (stereo not given)	6	-9
CC1C(=O)N(Cc2cn(CC3CCCCC3)nn2)CCS(=O)(=O)N1Cc1ccc(-c2ccccc2)cc1 (stereo not given)	12	-3
CNCC(O)CN(c1ccccc1)c1ccccc1 (stereo not given)	-2	21
COc1ccc(NC(=O)CSc2nnnn2C2CCCC2)cc1	-27	9
CC(=O)Nc1ccc(CN(C)c2c(C)nc3ccc(C(=O)N4CCN(C(=O)c5ccco5)CC4)cn23)cc1	-12	-2
COc1cccc(OC)c1C(=O)NC(=S)Nc1cc(-c2nc3ccccc3[nH]2)ccc1Cl	16	3
N#C/C(=C\c1ccc(Cl)c([N+](=O)[O-])c1)c1ccccn1	15	-7
Oc1cccc(/C=N/N(Cc2ccccc2)c2ccccc2)c1	-13	11
CCN=C1SCC(=O)N1c1ccc(OC)cc1	15	-10
O=C(Nc1ccccc1Cl)c1ccc(C(=O)Nc2ccccc2Cl)cc1	-1	28

New compounds follow:
SMILES	TAG inh	TAG inh DAPI viability
CCN(C(=O)CN1c2ccccc2CC1C)c1c(N)n(Cc2ccccc2)c(=O)[nH]c1=O (stereo not given)	12	-4
COc1ccc(-c2nc3ccccc3n2Cc2ccccc2)cc1	-17	10
N#C/C(=C(/O)CO/N=C/c1ccccc1Cl)c1nc2ccccc2[nH]1	18	-4
Cc1ccc(C(C(=O)NC(C)(C)C)N(C(=O)c2csnn2)c2cccc(F)c2)o1 (stereo not given)	9	7
COc1ccc([C@@H]2C[C@H](c3ccccc3)Oc3cc(OC)c(OC)c(OC)c32)cc1	7	-3
O=C(O)C(Cc1c[nH]c2ccccc12)NS(=O)(=O)c1ccc(Cl)cc1 (stereo not given)	-12	9
O=C(COC(=O)/C=C/c1ccc(S(=O)(=O)N2CCOCC2)cc1)NC1CCCCCCC1	4	-1
CC(C)CNC(=O)C1(C)CCCN1C(=O)c1ccc2ccccc2n1 (stereo not given)	7	1
Cc1cccc(N)c1-c1c(C)cccc1N	11	94
O=C(COc1ccccc1)NCC(=O)Nc1cccc(S(=O)(=O)NC2=NCCC2)c1	-11	-6
N#C/C(=C\c1ccc(Cl)cc1Cl)c1n[nH]c(Cn2cncn2)n1	-2	1
Cc1ccccc1/C=N/Nc1nc2ccccc2c(=O)n1O	13	0
CCN(CC)S(=O)(=O)c1cccc(NC(=O)CNc2cccc(S(=O)(=O)N3CCOCC3)c2)c1	-10	-15
COCCn1cnnc1SCC(=O)Nc1cc(C)on1	-12	5
Cc1cccc(C(=O)N(Cc2ccc(C)o2)C2CCS(=O)(=O)C2)c1 (stereo not given)	-15	-3
CC(OC(=O)CC(NC(=O)c1ccccc1Cl)c1ccccc1)C(=O)Nc1cccc(Cl)c1Cl (stereo not given)	-4	5
CCOC(=O)c1c(NC(=O)COC(=O)c2ccc(S(=O)(=O)C(F)F)cc2)sc(C(=O)N(C)C)c1C	19	12
O=C(NCCCN1CCOCC1)c1cc(-c2ccc(O)cc2)on1	14	14
CC(C)C(=O)N1CCN(c2ccccc2NC(=O)Cc2ccc(Cl)cc2)CC1	10	-12
CC(C)(C)C(=O)Nc1ccc(C(=O)NNC(=O)c2ccccc2)cc1	-3	2
CCOc1ccc(S(=O)(=O)N(C)c2ccc(OCC(=O)NCC3CCCO3)cc2)cc1 (stereo not given)	5	-3
CCCNC(=O)CSc1ccc(S(=O)(=O)N2CCCCC2)cn1	-4	1
Cn1c(=O)oc2cc(S(=O)(=O)N3CCC(C(=O)N4CCc5ccccc5C4)CC3)ccc21	-11	-1
CCN(CC)CCCN(Cc1cc2cc3c(cc2[nH]c1=O)OCO3)C(=S)Nc1ccccc1	18	17
COc1ccc(NC(=O)CSCC(=O)N2CCCc3ccccc32)cc1	18	6

Next section.
SMILES	TAG inh	TAG inh DAPI viability
CC(C)(C)OC(=O)C[C@@H]1C/C=C\C[C@@H](CC(=O)N(CCO)Cc2ccccc2)C(=O)N2CCC[C@H]2COC1=O	7	-5
COc1ccccc1C(=O)N1CC2(C)CC1CC(C)(C)C2 (stereo not given)	-9	-3
CC[C@]12c3[nH]c4cc(CCC(=O)N(C)C)ccc4c3CCN1C(=O)[C@@H](CC(=O)NCC13CC4CC(CC(C4)C1)C3)C[C@@H]2C(=O)N1CCN(C(=O)c2ccco2)CC1	8	-13
CCOC(=O)c1sc2nc(N3CCOCC3)c3c(c2c1N)CC(C(C)C)OC3 (stereo not given)	1	105
O=c1c(O)c(-c2ccc(O)c(O)c2)oc2cc(O)cc(O)c12	0	-2
CN(C)c1nc(C(=O)OCCO)nc(N(C)C)n1	2	-12
CC(=O)c1sc(NC(=O)c2ccc(Cl)cc2)nc1C	13	1
O=C(Nc1ccccc1)OC1CCCCc2cccnc21 (stereo not given)	-12	2
Cn1ncc(C#N)c1/N=C/N1CCCCCC1	-7	3
Cc1csc(NC(=O)Cc2coc3cc(C)c(C(C)C)cc23)n1	33	5
O=C(O)CNC(=S)N(Cc1ccccc1)Cc1ccccc1F	-5	4
CC1(C(=O)OCC(=O)Nc2ccc3ccccc3c2)CC1(Cl)Cl (stereo not given)	35	-48
Cc1c(Cl)cccc1NC(=S)NCc1ccc(F)cc1	-6	3
COc1ccc(CCN(Cc2cc3cc(C)ccc3[nH]c2=O)C(C)=O)cc1OC	5	-11
CCCC(=O)Nc1cccc(NC(=O)c2cccc([N+](=O)[O-])c2C)c1	-1	2
O=C(Nc1ccc2c(c1)OCO2)C1CC(c2ccccc2O)=NO1 (stereo not given)	4	-10
CN(C)Cc1cc2ccccc2c2c1COC2	4	-1
Cn1nc(C(C)(C)C)cc1NC(=O)C1(C)CCN1C(=O)CCc1ccccc1 (stereo not given)	27	-36
O=c1c2ccccc2ncn1-c1ccc(Cl)cc1[N+](=O)[O-]	-15	2
O=C(Nc1ccc(SC(F)F)cc1)C1=CC=CN2CCS(=O)(=O)N=C12	1	3
O=C(Nc1ccccc1F)c1cc(S(=O)(=O)N2CCOCC2)cs1	3	-2

2 of these compounds, set out differently.
SMILES | TAG inh | TAG inh DAPI viability
CCCC(=O)Nc1cccc(NC(=O)c2cccc([N+](=O)[O-])c2C)c1 | -1 | 2
CC(=O)c1sc(NC(=O)c2ccc(Cl)cc2)nc1C | 13 | 1

Entries of single compounds as entered above. Order of values: TAG inh	TAG inh DAPI viability
CCCCCCCCN1[C@@H](CC(=O)O)c2cc(F)ccc2S1(=O)=O across the screens: 11	-1
COC(=O)Cc1c(O)ccn(Cc2ccc(F)cc2)c1=O across the screens: 23	-4
O=S(=O)(NC1=NCCCCC1)c1ccc(F)cc1F across the screens: -6	-2
COc1cccc(OC)c1C(=O)NC(=S)Nc1cc(-c2nc3ccccc3[nH]2)ccc1Cl across the screens: 16	3
Cc1cc(C(=O)OCC(N)=O)c(C)n1-c1ccccc1 across the screens: 2	0

4 compounds picked at random from the list so far:
SMILES	TAG inh	TAG inh DAPI viability
CC(C)(C)OC(=O)C[C@@H]1C/C=C\C[C@@H](CC(=O)N(CCO)Cc2ccccc2)C(=O)N2CCC[C@H]2COC1=O	7	-5
O=C(O)CNC(=S)N(Cc1ccccc1)Cc1ccccc1F	-5	4
COc1ccccc1C(=O)N1CC2(C)CC1CC(C)(C)C2 (stereo not given)	-9	-3
COc1ccc(CCN(Cc2cc3cc(C)ccc3[nH]c2=O)C(C)=O)cc1OC	5	-11

These rows are one share of the data; count on the stated rates, not on these rows.
